# Assay outcomes: PubChem BioAssay, The Scripps Research Institute Molecular Screening Center
# TEAD-YAP inh = TEAD-YAP interaction inhibition, primary screen, TEAD-YAP interaction inhibitor project, luminescence, HEK-TIYL cells; TEAD-Gal4/YAP UAS-luciferase luminescence; inhibition, % at 9.12 µM; 1.4% of 640,000 active; AID 1259422, 2018; in the data active means inhibition above about 32%;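 further: 0% = median of test compound wells and 100% = reference inhibitor wells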
# GPR151 activ = activators of human GPR151, primary screen, cell-based, PathHunter beta-arrestin, luminescence; G-protein coupled receptor 151 (Homo sapiens), Q8TDV0; PathHunter beta-arrestin GPR151 cells; activation, % at 11.2 µM; 1% of 650,000 active; in the data active means activation above about 4.9%;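 further: 0% = median of compound wells and 100% = cells with positive control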
# Target sequence (Q8TDV0 whole entry, looked up): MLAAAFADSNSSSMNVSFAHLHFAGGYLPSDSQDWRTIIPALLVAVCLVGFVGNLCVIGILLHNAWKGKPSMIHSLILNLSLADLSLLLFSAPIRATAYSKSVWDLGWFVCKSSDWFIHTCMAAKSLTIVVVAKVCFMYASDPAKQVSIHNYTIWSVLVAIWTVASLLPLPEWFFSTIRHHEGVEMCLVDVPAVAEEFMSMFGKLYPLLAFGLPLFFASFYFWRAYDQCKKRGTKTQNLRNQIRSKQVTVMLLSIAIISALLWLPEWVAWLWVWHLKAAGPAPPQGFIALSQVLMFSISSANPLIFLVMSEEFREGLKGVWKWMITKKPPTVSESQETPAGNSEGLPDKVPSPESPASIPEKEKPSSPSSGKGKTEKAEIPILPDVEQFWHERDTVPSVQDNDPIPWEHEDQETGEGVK
# FBW7 act = FBW7 E3 ligase activators, primary screen, biochemical, AlphaScreen, human. normalized activity (activation), % at 26.1 µM. F-box/WD repeat-containing protein 7 (Homo sapiens), Q969H0. AlphaScreen FBW7–phospho-cyclin E peptide binding, activator screen. 0.13% of 650,000 active; in the data active means normalized activity above about 1.9%;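 further: purified mutant Fbw7 with reduced substrate affinity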
# MITF inh = MITF inhibitors, primary screen, biochemical, AlphaScreen, human. 0.91% of 650,000 active. Microphthalmia-associated transcription factor (Homo sapiens), O75030. inhibition, % at 2.6 µM. AID 1259374, 2018. AlphaScreen MITF homodimerization, bead proximity signal; in the data active means inhibition above about 50%;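 further: 0% = vehicle wells with protein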
# Target sequence (O75030 whole entry, looked up): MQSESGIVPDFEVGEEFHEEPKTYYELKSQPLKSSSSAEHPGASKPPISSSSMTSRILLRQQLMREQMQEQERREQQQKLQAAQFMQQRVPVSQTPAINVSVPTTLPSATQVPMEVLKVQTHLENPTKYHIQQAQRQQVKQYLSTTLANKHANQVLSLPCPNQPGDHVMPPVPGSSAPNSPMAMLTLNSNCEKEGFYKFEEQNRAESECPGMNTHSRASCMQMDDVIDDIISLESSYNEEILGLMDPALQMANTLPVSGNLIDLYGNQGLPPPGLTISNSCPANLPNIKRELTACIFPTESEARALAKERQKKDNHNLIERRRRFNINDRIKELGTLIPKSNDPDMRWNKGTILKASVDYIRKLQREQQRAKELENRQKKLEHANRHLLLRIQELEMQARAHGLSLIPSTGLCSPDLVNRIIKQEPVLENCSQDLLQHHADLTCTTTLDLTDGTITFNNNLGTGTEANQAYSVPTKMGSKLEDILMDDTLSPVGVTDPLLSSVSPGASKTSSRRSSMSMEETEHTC
# Numbers without * were called inactive; & = joins results of further samples.
Compound	TEAD-YAP inh	GPR151 activ	FBW7 act	MITF inh
CCOc1ccc(-n2c(SCC(=O)Nc3nccs3)nc3c(sc(=S)n3-c3cccc(OC)c3)c2=O)cc1	3	2.7	0.0	10
CCOC(=O)/C(N=Nc1cccc(C)c1C)=C(\C)O	4	0.1	0.0	8
COc1ccccc1NC(=O)CON=c1c(C)nc2ccccc2nc1C	-73	-0.5	-0.1	-6
CCOCCCNc1nc2c(S(=O)(=O)c3ccccc3)nnn2c2ccccc12	-3	0.1	-0.1	1
O=C(CCC(=O)c1ccc(Br)cc1)NC1CCCC1	1	0.5	0.2	-6
Cc1ccc(NC(=O)CCC(=O)c2ccc(F)cc2)cc1Cl	2	-1.1	-0.1	-7
O=c1[nH]c2cc3c(cc2cc1CN(CCO)S(=O)(=O)c1ccccc1F)OCO3	12	-0.9	0.4	16
COc1ccc(S(=O)(=O)N2CCC(N3CCN(Cc4ccccc4)CC3)CC2)cc1	7	-0.1	-0.1	78*
O=C(CCN1CCN(c2ccccc2F)CC1)Nc1ccccc1F	-8	-2.7	0.1	-1
COc1ccc(/C=C(\C#N)S(=O)(=O)c2ccccc2)cc1Cl	5	2.1	-0.1	-11
O=C(C1CN(Cc2ccc3c(c2)OCO3)CCN1C(=O)c1ccco1)N1CCOCC1 (stereo not drawn)	-6	-1.1	0.0	3
CC1CN=C(N(CCc2ccccc2)C(=O)Nc2cccc(Cl)c2)S1 (stereo not drawn)	2	0.7	0.1	-16
CN1c2ncccc2C(=O)NC12CCN(C(=O)c1cccc3nccnc13)CC2	-2	1.1	-0.1	5
Oc1ccc(O)c(/C=N\Nc2nnc3c(n2)[nH]c2ccccc23)c1	50*	1.5	-0.1	22
COc1ccc(CNC(=O)c2nn(-c3ccccc3[N+](=O)[O-])c(C)cc2=O)cc1	8	1.6	-0.1	8
CC1CCCCN1C(=O)c1cc2nc(-c3ccc(F)cc3)cc(C(F)(F)F)n2n1 (stereo not drawn)	-5	0.7	0.1	-4
Cc1ccc(N=Cc2ccc(O)cc2)cc1F	10	0.4	0.2	12
COc1ccc(S(=O)(=O)N(CC(=O)Nc2cccc(C(F)(F)F)c2)Cc2ccccc2)cc1OC	7	0.1	0.1	-15
Cc1nc(SCC(=O)c2ccccc2)c(C#N)c(C)c1C	1	-0.3	0.1	3
Cc1ccc(C(=O)Nc2ccccc2C)cc1	-19	-2.1	-0.1	8
COc1ccc(C)cc1S(=O)(=O)N1CCN(c2ccc(-c3ccco3)nn2)CC1	4	-0.5	-0.4	-9
CCc1csc2ncc(C(=O)Nc3ccc(Cl)cc3)c(=O)n12	6	0.1	-0.1	8
COc1ccc(CN2CCN(Cc3ccc(F)cc3)C(CCO)C2)c(O)c1 (stereo not drawn)	1	0.0	0.0	14
O=C1COc2cc(-c3c(NCc4ccc(F)cc4)c(=O)c3=O)ccc2N1	-6	-0.6	0.0	-3
CCN1CCN(Cc2c(C(=O)N/N=C(/C)c3cccs3)nnn2-c2nonc2N)CC1	-9	-0.4	-0.2	-10
C/C(=N/N1CCN(c2ccc(Cl)cc2)CC1)c1cccs1	0	2.6	-0.2	-9
COc1ccc(S(=O)(=O)NNC(=S)NC(=O)c2ccccc2)cc1	-9	0.2	0.3	7
CC1=NN(c2ccccc2)C(=O)C1CCC#N (stereo not drawn)	-2	0.6	0.1	-1
CCCOc1ccc(Cc2nc3cc(C)c(C)cc3[nH]c2=O)cc1	5	0.8	0.1	4
CCCOc1ccccc1C1NC(=O)NC(C)=C1C(=O)OCCOCC (stereo not drawn)	-1	0.7	-0.1	1
Nc1ncc2c(n1)CC(c1cccc(Cl)c1)CC2=O (stereo not drawn)	-18	-0.1	0.0	-5
O=c1n(Cc2ccncc2)nc(-c2cccs2)n1-c1cccnc1	5	1.3	-0.1	4
CC(=O)c1cccc(NC(=O)c2cc(-c3ccc(Br)cc3)on2)c1	5	-1.4	0.1	9
COCc1cc(C)nc2sc(-c3ccc([N+](=O)[O-])cc3)c(NC(=O)c3ccco3)c12	-9	0.6	-0.1	9
Cc1ccccc1CSc1nc2ccsc2c(=O)n1-c1ccc(Br)cc1	0	0.5	-0.2	9
CC1CCN(Cc2nnnn2CC(=O)NC2Cc3ccccc3C2)CC1	2	1.4	0.1	10
C#CCn1c(=O)c(CNC(C)C)cc2ccc(Cl)cc21	-6	1.3	-0.1	-10
O=C(CCC(=O)N1CCOCC1)Nc1c(F)c(F)nc(N2CCOCC2)c1F	-5	-0.1	-0.2	3
Clc1ccc2nc(-c3ccc4c(c3)OCO4)cn2c1	73*	-9.1	0.1	-16
CCN(CC(=O)O)S(=O)(=O)c1ccc(OC)cc1	2	1.3	0.0	15
CCCOc1ccc(C2C(C(=O)OCC)=CN(Cc3ccc(OC)c(OC)c3)C=C2C(=O)OCC)cc1OC	-20	0.7	0.5	-21
O=C(c1cc2n(n1)C(C(F)(F)F)CC(c1ccc(Cl)c(Cl)c1)N2)N1CCN(c2ccccc2)CC1 (stereo not drawn)	-6	1.2	0.0	0
Cc1cccc(/C=N\NC(=O)c2ccc([N+](=O)[O-])cc2)c1O	62*	-1.4	-0.7	-7
COc1cccc(C2(NC(=O)c3c(C)noc3C)CCCC2)c1	-5	0.5	0.9	14
CN(CCc1ccccn1)Cc1ccc(C(=O)NC2CCCc3ccccc32)c(=O)[nH]1 (stereo not drawn)	2	0.4	0.0	-1

# Brought forward from above: 6 entries, followed by the next part.
Compound	TEAD-YAP inh	GPR151 activ	FBW7 act	MITF inh
CCN(CC(=O)O)S(=O)(=O)c1ccc(OC)cc1	2	1.3	0.0	15
CCCOc1ccc(C2C(C(=O)OCC)=CN(Cc3ccc(OC)c(OC)c3)C=C2C(=O)OCC)cc1OC	-20	0.7	0.5	-21
O=C(c1cc2n(n1)C(C(F)(F)F)CC(c1ccc(Cl)c(Cl)c1)N2)N1CCN(c2ccccc2)CC1 (stereo not drawn)	-6	1.2	0.0	0
Cc1cccc(/C=N\NC(=O)c2ccc([N+](=O)[O-])cc2)c1O	62*	-1.4	-0.7	-7
COc1cccc(C2(NC(=O)c3c(C)noc3C)CCCC2)c1	-5	0.5	0.9	14
CN(CCc1ccccn1)Cc1ccc(C(=O)NC2CCCc3ccccc32)c(=O)[nH]1 (stereo not drawn)	2	0.4	0.0	-1
O=C(NC(=S)Nc1ccc(S(=O)(=O)N2CCCCC2)cc1)c1cccs1	2	0.5	-0.2	-13
Cc1cccc(CN2CCC(N(C)C3CCOC3)CCC2=O)c1 (stereo not drawn)	2	-0.6	-0.1	-4
O=c1cc(CO)oc(C(Nc2cccc(Cl)c2)c2ccccn2)c1O (stereo not drawn)	4	-0.6	-0.5	4
O=C1OC(N2CCN(C(=O)C3CCCO3)CC2)c2ccccc21 (stereo not drawn)	-1	0.7	0.1	4
CCCCCN(CCCCC)C(=O)C(CCC(=O)O)NC(=O)c1ccc(Cl)c(Cl)c1 (stereo not drawn)	-11&14	-0.2&2.9&1.8	-0.1&0.1&0.4	-16&0&14
CC(C)n1c(N2CCCC2CO)nc2c(NCc3cccc(C(F)(F)F)c3)ncnc21 (stereo not drawn)	5	-1.1	0.1	-3
CN(CCC#N)C(=O)Cn1c(=O)cnc2ccccc21	-4	-2.2	0.2	21
CN1CC(=O)N(CC(=O)N(C)C(c2ccccc2)c2ccccc2)C1=O	0	-0.1	0.1	2
COc1ccc(S(=O)(=O)Nc2cc3sc(=O)oc3c3ccccc23)cc1	-4	0.0	0.0	-16
COc1ncccc1C(=O)N1CCC[C@@H]2CN(C/C=C/c3ccccc3)CC[C@H]21	7	-0.9	-0.2	4
CCOc1c(Br)cc(C2=C(C#N)C(N)Oc3c2c(C)nn3-c2ccc(Br)cc2)cc1OC (stereo not drawn)	-6	0.1	-0.4	-2
COC(=O)c1ccc(CN2C[C@@H]3C[C@H]2C(=O)N3c2ccc(OC)c(Cl)c2)cc1	-19	-0.8	-0.2	-5
CCC(Sc1nc2cc(C(=O)NCc3ccco3)ccc2c(=O)n1Cc1ccco1)C(=O)NCc1cccnc1 (stereo not drawn)	5	-0.5	0.1	12
CC1(C)CC2CN(C(=O)Cc3ccccc3)C(C)(C2)C1 (stereo not drawn)	-8	-1.3	-0.2	0
CC(=O)Nc1ccc(Oc2ncnc3sc4c(c23)CCCC4)cc1	-39	-0.6	0.2	8
COc1cc(NC(=O)c2ccccc2S(C)(=O)=O)cc(OC)c1	-5	0.1	0.0	-7
CCc1n(CC(O)COC2CCCCC2)c2ccccc2[n+]1C (stereo not drawn)	-4	0.0	0.5	8
CC(C)(C)C(=O)Nc1nnc(SCC(N)=O)s1	-7	5.2*	-0.2	5
COc1ccc(CNC(=O)c2nnn(-c3cccc(C(F)(F)F)c3)c2N)cc1	7	-2.8	-0.1	15
CC(=O)N(Cc1ccccc1)c1ccccc1C(=O)O	1	0.0	0.0	-5
CC(=O)N1CCc2cc(S(N)(=O)=O)ccc21	14	0.6	0.1	6
CCSC1=NSC2=NC(=O)/C(=C\c3ccc(OS(C)(=O)=O)cc3)C(=N)N12	-7	0.6	-0.1	0
C/C(CC(C)C)=N/NC(=O)c1cccc([N+](=O)[O-])c1	-12	1.6	-0.2	-1
CCC(C)(C)C1CCc2c(sc(NC(=O)Cc3ccc([N+](=O)[O-])cc3)c2C#N)C1 (stereo not drawn)	3	1.0	-0.1	-16
CC(=O)N1CCSc2cc(S(=O)(=O)NCCC(C)C)ccc21	12	0.0	-0.2	-1
CC(C)n1cnc2c(NCc3ccccc3)nc(NC3CCN(Cc4ccccc4)CC3)nc21	-1	2.4	0.0	16
O=C(Cc1ccc(Cl)cc1)Nc1nncs1	4	1.4	0.0	1
Cc1cccc(N2CCN(C(=O)c3ccc(Cn4c(=S)[nH]c5cc6c(cc5c4=O)OCO6)cc3)CC2)c1C	-8	-1.0	0.1	6
CC(=O)c1cc2c(cc1NC(=O)c1cc3nc(C(C)C)cc(C(F)(F)F)n3n1)OCO2	5	-0.1	0.0	1
Cc1c(C(=O)Nc2cnc3ccccc3c2)sc2ncn(CC(=O)Nc3cccc(C(F)(F)F)c3)c(=O)c12	0	-0.3	-0.1	-4

# Record cards, as listed above:
# `CCC(Sc1nc2cc(C(=O)NCc3ccco3)ccc2c(=O)n1Cc1ccco1)C(=O)NCc1cccnc1` (stereo not drawn) in the list: TEAD-YAP inh: 5; GPR151 activ: -0.5; FBW7 act: 0.1; MITF inh: 12
# `Cc1cccc(/C=N\NC(=O)c2ccc([N+](=O)[O-])cc2)c1O` in the list: TEAD-YAP inh: 62*; GPR151 activ: -1.4; FBW7 act: -0.7; MITF inh: -7

# The listing continues:
Compound	TEAD-YAP inh	GPR151 activ	FBW7 act	MITF inh
CCOC(=O)C1=C(C)N=c2s/c(=C3\C(=O)N(CC)c4ccccc43)c(=O)n2C1c1ccc(Cl)cc1 (stereo not drawn)	-3	-1.7	0.8	19
CCOc1ccccc1NC(=O)CN(Cc1ccco1)S(=O)(=O)c1cc(C)ccc1C	2	-1.7	0.2	-29
COc1ccc(C(=O)Nc2ccccc2C(=O)NC(C(=O)NNC(=O)Cc2ccc(OC)c(OC)c2)C(C)C)cc1 (stereo not drawn)	7	3.2	-0.1	1
CCc1ccc(C(=O)COC(=O)C(Cc2c[nH]c3ccccc23)NC(=O)c2ccc(Cl)cc2)cc1 (stereo not drawn)	10	0.6	0.0	4
O=C(c1cccc(Br)c1)N1CC(c2nc(-c3cccs3)no2)C1	6	-0.3	0.1	8
O=C(Nc1ccccc1Cl)c1cc(S(=O)(=O)N2CCCC(C(=O)O)C2)ccc1F (stereo not drawn)	5	0.5	-0.2	-5
COc1ccc(C2SCCN2S(=O)(=O)c2ccccc2)cc1Br (stereo not drawn)	0	0.5	0.2	-5
O=C(NCCOc1ccccc1)c1ccc2nc(N3CCOCC3)sc2c1	11	5.8*	0.5	7
Cc1cc(C)cc(NC(=O)c2ccc3c(=O)n(-c4ccc(F)cc4)c(=S)[nH]c3c2)c1	-3	2.1	0.2	-12
Brc1ccc(CN2CCCC(c3nc4ccccc4[nH]3)C2)cc1 (stereo not drawn)	6	-1.0	0.0	0
CCc1ccc(NC(=O)C(CC)n2nnc(C(=O)OC)c2C(=O)OC)cc1 (stereo not drawn)	-1	-1.1	0.0	3
Cc1cc(-c2nccnc2N2CCN(C)CC2)cc(C)c1O	-4	0.1	0.3	28
CCOC(=O)c1cnc2ccc(F)cc2c1Nc1cc(OC)ccc1OC	-10	1.0	-0.1	14
Cc1ccc(NS(=O)(=O)c2cc(C(=O)NCC3CCCO3)ccc2C)c(C)c1 (stereo not drawn)	7	2.1	0.0	4

# Just TEAD-YAP inh and MITF inh, for 4 of the compounds above:
structure	TEAD-YAP inh	MITF inh
O=C(CCC(=O)N1CCOCC1)Nc1c(F)c(F)nc(N2CCOCC2)c1F	-5	3
CN(CCC#N)C(=O)Cn1c(=O)cnc2ccccc21	-4	21
COc1ccc(C2SCCN2S(=O)(=O)c2ccccc2)cc1Br (stereo not drawn)	0	-5
CCOc1ccccc1NC(=O)CN(Cc1ccco1)S(=O)(=O)c1cc(C)ccc1C	2	-29
